FID counter: fluorescent intercalator displacement, NS3 helicase counter-screen; DNA fluorescent intercalator displacement, fluorescence; inhibition, % at 7.9 µM; 290,000 compounds, 0.17% hits; AID 1845; in the data active means inhibition above about 37%;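 further: 0% = vehicle and 100% = reference compound; higher means more ethidium bromide displaced from hairpin DNA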
NS3 helicase inh: HCV NS3 helicase inhibition; NS3 helicase DNA unwinding, Cy5 molecular beacon fluorescence; inhibition, % at 10.9 µM; 290,000 compounds, 0.56% hits;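 active means inhibition above the mean of all tested compounds plus 3 SD, set per campaign, cut at about 35% in these data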;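 further: 0% = DMSO wells and 100% = thioflavine S control wells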
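Measured by: Cy5 fluorescence, 0 and 60 min reads / Assay system: NS3 helicase fragment of HCV / Control set: low DMSO, high thioflavine S at 110 µM / Times: 1 h reaction at 25 °C, ATP-initiated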
VIM-2 inhibitor: blocks Pseudomonas aeruginosa VIM-2 metallo-beta-lactamase; 290,000 compounds, 0.89% hits; AID 1527; inhibition, % at 5.6 µM; purified VIM-2, nitrocefin hydrolysis, epi-absorbance fluorescence;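 active means inhibition above the mean of all tested compounds plus 3 SD, cutoff set per screening run, cut at about 7.5% in these data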;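 further: red hydrolysis product quenches plate fluorescence so inhibitors raise well fluorescence; 0% = enzyme with DMSO and 100% = DMSO without enzyme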
M18AAP inhibitor: PfM18AAP enzyme inhibition | recombinant PfM18AAP, H-Glu-NHMec fluorogenic cleavage | inhibition, % at 7.35 µM | 290,000 compounds, 1.2% hits | AID 1822;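 active means inhibition above the campaign mean inhibition over all tested compounds plus 3 SD, cut at about 28% in these data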;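 further: 0% = plate median of test compound wells and 100% = 2 mM ZnCl2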
IMP-1 inhibitor: blocks Pseudomonas aeruginosa IMP-1 metallo-beta-lactamase; inhibition, % at 5.6 µM; purified IMP-1, nitrocefin hydrolysis, epi-absorbance fluorescence; AID 1556; 290,000 compounds, 0.45% hits;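 active means inhibition above the mean plus 3 SD of all compounds in the same screening run, cut at about 4.5% in these data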;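 further: 0% = IMP-1 with DMSO and 100% = DMSO wells lacking enzyme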
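System: purified IMP-1 / Input: IMP-1 dispensed at 0.2 nM / Medium: 50 mM HEPES pH 7.1, 50 µM ZnSO4, 0.05% Brij 35 / Timing: 15 min enzyme–compound preincubation, then 25 min nitrocefin reaction, 25 °C / Technique: plate fluorescence quenching by hydrolysis product, ex 480/em 530 nm / Repeats: singlicate testing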
UBC9 SUMO inh: inhibitors of human SUMOylation (UBC9); inhibition, % at 35 µM; P63279; AID 2006; HTRF SUMOylation assay, SAE1/SAE2 + UBC9, in vitro; 290,000 compounds, 0.36% hits; in the data active means inhibition above about 50%, passing the limit was not always enough; further: strong numbers were not always called active
Target sequence (P63279 whole entry, looked up): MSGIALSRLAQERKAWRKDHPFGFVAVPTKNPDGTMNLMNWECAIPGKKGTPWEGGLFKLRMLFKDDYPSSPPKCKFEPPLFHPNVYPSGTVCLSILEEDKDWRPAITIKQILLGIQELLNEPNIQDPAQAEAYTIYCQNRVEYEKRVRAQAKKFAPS
MEKK2 mut-MEK5: signal of MEK5 binding to mutant human MEKK2 PB1 domain. percent response, % at 10 µM. 290,000 compounds, 0.35% hits. bead flow cytometry, Alexa488-MEK5 binding to MEKK2 mutant; in the data active means percent response above about 24%, passing the limit was not always enough; further: inactives centre near 1; some results filed as inactive read as strong as hits
NALP1 yeast inh: blocks the NALP1 inflammasome reconstituted in yeast | AID 2071 | S. cerevisiae NALP1/ASC/caspase-1 growth, X-gal OD620, 72 h | 280,000 compounds, 0.61% hits | inhibition, % at 10 µM; in the data active means inhibition mostly above about 24%, no sharp cut-off; inactive means mostly below about 32%; further: some compounds called inactive have numbers as strong as hits
MEKK2wt PB1 HTS: raises or lowers MEK5 binding to wildtype human MEKK2 PB1 domain; Q9Y2U5; bead flow cytometry, Alexa488-MEK5 binding to MEKK2 WT; actives lie on both sides; binding response (% of control), % at 10 µM; 290,000 compounds, 1.1% hits; in the data active means binding response below about 67% or above about 130%
* hit, by the source's call; nt = not tested or not shown. An unsorted share of the library; any-hit rate near 4.7%.

Structure	NS3 helicase inh	M18AAP inhibitor	MEKK2wt PB1 HTS	VIM-2 inhibitor	UBC9 SUMO inh	NALP1 yeast inh	IMP-1 inhibitor	MEKK2 mut-MEK5	FID counter
Cc1c(Cl)cccc1NC(CC(=O)c1ccccc1)C(=O)OCC(=O)c1cccs1 (stereo not drawn)	4	-9	102	0.2	18	15	-1.1	7	-8
CC12CN3CC(C)(CN(C1)C3c1ccc3c(c1)OCO3)C2O (stereo not drawn)	-7	0	76	0.5	-1	nt	-1.0	-32	-3
CCn1c2ccccc2c2cc(NC(=O)C(C)Oc3ccc(OC)cc3)ccc21 (stereo not drawn)	14	5	110	-6.7	-28	14	-1.6	6	-16
Cc1ccc2oc(C(=O)Nc3nnc(CC(C)C)s3)c(C)c2c1	2	-6	105	0.6	0	3	-1.2	4	-18
CCN(CC(O)Cn1c2ccccc2c2ccccc21)S(=O)(=O)c1ccc(C)cc1 (stereo not drawn)	-9	3	122	-2.8	-13	2	-0.2	5	-17
CCOC(=O)C1=C(N)N2C(=O)C(C)SC2=C(C(=O)OCC)C1c1cc(OC)c(OC)c(OC)c1 (stereo not drawn)	-11	1	71	-0.5	-21	nt	-1.2	-34	-21
CN(C)S(=O)(=O)n1cc(/C=C(\NC(=O)c2ccccc2Cl)C(=O)N2CCCC2)c2ccccc21	0	0	101	-2.8	6	16	1.8	-5	-35
COc1ccccc1OCCNC(=O)/C=C/c1ccc([N+](=O)[O-])cc1	5	6	96	-4.2	4	34	-1.3	-1	-6
Cc1ccc(S(=O)(=O)CC(=O)Nc2cccc(C)n2)cc1	-3	-3	91	-2.0	20	9	-1.3	-8	-9
COC(=O)C(=O)/C=C(\O)c1ccc(C)cc1	8	-10	nt	2.7	20	-1	-0.4	nt	-7
Cc1c(C(=O)NCCNc2ncc(C(F)(F)F)cc2Cl)cccc1[N+](=O)[O-]	-10	-1	105	-2.5	-8	10	-2.0	5	-10
Cc1ccc(CN2CC(C(=O)Nc3cccc(S(=O)(=O)N4CCCCC4)c3)CC2=O)cc1 (stereo not drawn)	-12	2	99	-0.7	-11	25	-1.4	-1	-41
O=C(CNC(=O)c1ccccc1F)OCc1csc(-c2ccccc2)n1	3	6	97	-3.6	0	-2	-2.0	-4	-18
Cc1cc(=O)n2[nH]c(N)c(N=Nc3ccccc3)c2n1	-2	41*	111	-1.6	75	12	-5.6	-1	-4
Cc1cc(C)c2sc(C)[n+](CCCS(=O)(=O)[O-])c2c1	10	-18	99	-5.0	4	-20	-4.1	4	-31
COc1nc(NCCN2CCOCC2)nc(Nc2ccccc2)n1	-1	-5	100	0.7	12	5	-1.3	3	-4
Cc1ccc(S(C)(=O)=O)cc1C(=O)NC(C)C1CC2CCC1C2 (stereo not drawn)	2	-1	107	-0.9	-12	7	-1.0	5	-6
CN(C(=O)c1ccco1)c1ccccc1C(=O)O	-1	6	109	-1.1	2	5	-2.7	5	0
CC(C)C(c1nnnn1C(C)(C)C)N1CCC(Cc2ccccc2)CC1 (stereo not drawn)	-7	-6	93	-2.2	-23	18	-0.2	-3	0
O=C(COC(=O)COc1ccccc1[N+](=O)[O-])Nc1cccc(Br)c1	-4	-2	111	0.0	-24	7	1.5	3	8
O=C1NC(=S)CN1c1ccccc1	-34	42*	99	-1.0	20	-11	-3.5	-2	2
CN1CCN(C(=O)CCC(=O)O)CC1	1	-6	108	-0.1	6	nt	-0.8	21	-1
CCC(C)N1CCN(S(=O)(=O)c2ccc(NC(C)=O)cc2)CC1 (stereo not drawn)	15	-4	99	-4.4	4	0	-4.5	-4	10
Cc1nc(C)c(C(=O)C2=C(O)C(=O)N(CCCn3ccnc3)C2c2ccccc2)s1 (stereo not drawn)	4	6	94	-3.0	-20	7	-2.6	-16	4
Cc1nn(-c2cc(C(F)(F)F)ccn2)c(=O)o1	2	0	103	-2.8	1	2	-2.6	7	0
NS(=O)(=O)c1ccc(CCNC(=O)C2CCN(c3ncnc4c3nc3n4CCCCC3)CC2)cc1	1	0	101	0.6	0	11	-2.4	-3	-29
O=C(Nc1cccc2cccc(NC(=O)c3ccco3)c12)c1ccco1	0	15	82	0.6	53	0	-1.6	2	1
O=S(=O)(Nc1nc2ccccc2s1)c1cc(F)ccc1F	21	3	106	-1.3	20	8	-3.2	7	-18
Cc1ccc(Nc2cccccc2=O)cc1	45*	0	nt	-2.4	-2	14	2.1	nt	-7
CN(c1ccc(OCC(=O)NC2CCCC2)cc1)S(=O)(=O)c1cccs1	4	0	103	-6.1	1	12	-4.2	3	-18

Sorted by the number under UBC9 SUMO inh (high to low): some entries from above.
smiles	UBC9 SUMO inh
COC(=O)C(=O)/C=C(\O)c1ccc(C)cc1	20
NS(=O)(=O)c1ccc(CCNC(=O)C2CCN(c3ncnc4c3nc3n4CCCCC3)CC2)cc1	0
CCN(CC(O)Cn1c2ccccc2c2ccccc21)S(=O)(=O)c1ccc(C)cc1 (stereo not drawn)	-13

Other compounds follow.
Structure	NS3 helicase inh	M18AAP inhibitor	MEKK2wt PB1 HTS	VIM-2 inhibitor	UBC9 SUMO inh	NALP1 yeast inh	IMP-1 inhibitor	MEKK2 mut-MEK5	FID counter
O=C(CSc1nnc(-c2ccccc2F)o1)OCc1ccccc1	0	3	100	-3.5	-17	nt	-4.1	-2	-21
CC[C@@H]1[C@H]2CCCC(=O)N3CC[C@@H](C[C@@H]1OC(=O)NCc1ccccc1)[C@@H]23	18	-1	90	-1.1	-13	-2	-1.8	-11	-33
O=C(CN1CCSCC1)N/N=C/c1ccccc1F	6	11	100	-1.6	-1	-4	-1.8	-3	2
COC1CCCN(C(=O)c2ccc3nc(Cc4cccc(Cl)c4)oc3c2)C1 (stereo not drawn)	-1	6	102	-2.5	-13	13	-2.8	4	-40
CCOc1ccc(C(=O)C2CCN(C(=O)c3ccc([N+](=O)[O-])cc3)CC2)cc1	-10	-2	99	-1.3	14	18	-0.7	2	-32
COCC(C)NCc1cccc(C)c1 (stereo not drawn)	-2	1	101	-0.1	4	24	-0.9	0	2
O=C(c1ccccc1Cl)N(Cc1ccc(Br)cc1)N1C(=O)CCCC1=O	-4	0	89	-4.9	13	5	-3.8	0	-16
COc1ccc(CNC(=O)C2CC(c3cccc(OC)c3)=NO2)cc1 (stereo not drawn)	-1	3	89	-0.8	13	29	-3.3	-4	-15
COC(=O)C(=O)Nc1nnc(COc2ccccc2)s1	-7	1	100	-2.6	7	19	-5.3	5	4
COc1ccc(CC(=O)Oc2ccc(C)cc2Br)cc1OC	-11	6	107	-0.6	-28	8	-1.6	2	-41
CN1CCc2c(sc3nc(SCC(N)=O)n(-c4ccc(Cl)cc4)c(=O)c23)C1	-36	-5	98	1.9	16	-17	-0.1	2	-3
CCOC(=O)c1cccc(NC(=O)CSc2nc3cccnc3n2C)c1	-2	-8	100	-0.5	-5	11	-2.1	4	-23
O=C(CSc1n[nH]c(-c2cccs2)n1)NCc1ccc2c(c1)OCO2	-4	0	101	-0.6	-4	15	-2.1	3	-3
CCCN1C(=O)C(O)(C2CC(=O)CC(C)(C)O2)c2ccccc21 (stereo not drawn)	-5	2	100	-2.0	6	-10	-2.1	1	-2
O=C(CNCC1CCCO1)N1CCCc2ccccc21 (stereo not drawn)	-3	19	111	-2.3	21	23	0.6	7	8
O=C(O)CN1C(=O)C2C3C=CC(C3)C2C1=O (stereo not drawn)	-2	-3	113	-2.1	4	nt	-2.1	11	9
COC(=O)c1ccc(NC(=O)CSc2nc(C)cc(=O)[nH]2)cc1	-7	4	100	-3.2	13	0	-2.2	0	-4
Cc1cc(C(=O)NC(Cc2c[nH]c3ccccc23)C(=O)O)c(C)o1 (stereo not drawn)	17	-6	106	0.6	6	11	-0.9	4	-11
CN(c1nc2nonc2nc1NC1CC1)C1CCOC1 (stereo not drawn)	-1	0	102	-3.7	9	-15	-2.9	1	-3
COc1ccc(/C=N\NC(=O)c2cc(O)c(O)c(O)c2)cc1CN1CCN(c2ccc(F)cc2)CC1	-12	38*	107	-4.5	19	18	-3.1	13	6
O=C(Nc1ccccc1-c1nnn(CC(=O)N2CCN(c3ccccc3)CC2)n1)c1cccs1	-3	2	94	-2.0	2	20	-4.0	-4	-4
Cc1nn(C(=O)c2cccc([N+](=O)[O-])c2)c(C)c1Cl	4	2	100	-2.4	-9	-28	-2.2	1	0
CCOC(=O)C(NC(=O)c1ccccc1)(Nc1nnc(C)s1)C(F)(F)F (stereo not drawn)	-4	-3	108	-1.2	2	1	-1.8	1	-1
Cc1nc2ccccc2n1CC(=O)N/N=C\c1ccccn1	-2	0	112	-2.1	-11	-14	-1.5	5	-2
OCCCNCc1ccc(-c2ccccc2)cc1	6	3	107	0.1	19	19	-0.9	0	5
Cc1cccc(NC(=S)N(CCN(C)C)C(C)c2cccnc2)c1 (stereo not drawn)	-9	-4	98	0.3	17	7	-0.8	-9	3
CC(C)Cc1nc(N2CCOCC2)c(C#N)c2c1COC(C)(C)C2	8	-3	97	-2.0	-6	-7	-5.1	0	-3
Oc1ccccc1C(=S)N1CCCCCC1	10	5	94	-2.0	-2	-6	-1.9	-5	-1

Among those listed so far, seven contain an aryl methoxy group:
Structure	NS3 helicase inh	M18AAP inhibitor	MEKK2wt PB1 HTS	VIM-2 inhibitor	UBC9 SUMO inh	NALP1 yeast inh	IMP-1 inhibitor	MEKK2 mut-MEK5	FID counter
CCn1c2ccccc2c2cc(NC(=O)C(C)Oc3ccc(OC)cc3)ccc21 (stereo not drawn)	14	5	110	-6.7	-28	14	-1.6	6	-16
CCOC(=O)C1=C(N)N2C(=O)C(C)SC2=C(C(=O)OCC)C1c1cc(OC)c(OC)c(OC)c1 (stereo not drawn)	-11	1	71	-0.5	-21	nt	-1.2	-34	-21
COc1ccccc1OCCNC(=O)/C=C/c1ccc([N+](=O)[O-])cc1	5	6	96	-4.2	4	34	-1.3	-1	-6
COc1nc(NCCN2CCOCC2)nc(Nc2ccccc2)n1	-1	-5	100	0.7	12	5	-1.3	3	-4
COc1ccc(CNC(=O)C2CC(c3cccc(OC)c3)=NO2)cc1 (stereo not drawn)	-1	3	89	-0.8	13	29	-3.3	-4	-15
COc1ccc(CC(=O)Oc2ccc(C)cc2Br)cc1OC	-11	6	107	-0.6	-28	8	-1.6	2	-41
COc1ccc(/C=N\NC(=O)c2cc(O)c(O)c(O)c2)cc1CN1CCN(c2ccc(F)cc2)CC1	-12	38*	107	-4.5	19	18	-3.1	13	6

Screens deposited in PubChem by several laboratories.
